Screening results from PubChem BioAssay.
ATXN viability: Viability Counterscreen for Primary qHTS for Inhibitors of ATXN expression; S2 cells (HEK-293 line with an ATXN2-luciferase reporter) viability, CellTiter-Fluor protease fluorescence, 24 h; Potency, µM (doses to about 56.7 µM), usual class: cytotoxic; 400,000 tested, 0.49% active; AID 651635, 2014; note: potency is the fitted concentration of half-maximal effect; nearly all actives have a fitted effect of over 40% in size
HT1080 IDH1KD tx: qHTS for induction of synthetic lethality in tumor cells producing 2HG: qHTS for the HT-1080-IDH1KD cell line | HT-1080 IDH1 knockdown viability, ATP luminescence, 48 h | Potency, µM (top dose mostly 46.1 µM), for inactives: at the top dose activity, negative = toxicity, actives largely listed as cytotoxic | 360,000 tested, 2% active | AID 686971, 2013;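 note: potency is the fitted concentration of half-maximal effect; 0% = DMSO wells and -100% = cell-free medium wells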
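Cytotoxicity counter-line: IDH1KD HT-1080, 48 h, CellTiter-Glo. Curves classed by r2, magnitude and activity.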
KB-3-1 tox: qHTS assay for MDR1-selective chemotherapeutics: Primary screen using the parental adenocarcinoma cell KB-3-1 | Potency, µM (highest dose often 46.1 µM), without a hit: top-dose activity change, negative = cytotoxic, most hits filed as cytotoxic | KB-3-1 viability, CellTiter-Glo ATP luminescence, 72 h | 400,000 tested, 1.4% active; note: potency is the fitted concentration of half-maximal effect; % is set by controls: 0 for no effect and ±100 for the full control effect; nearly all actives have a fitted effect of over 60% in size
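Viability of parental KB-3-1 cells, measured by CellTiter-Glo luminescence, followed a 72 h incubation at 37 °C with pinned compounds in phenol-red-free DMEM containing 10% FBS.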
MCF10A rerep: A quantitative high throughput screen for small molecules that induce DNA re-replication in MCF 10a normal breast cells; Potency, µM (top dose mostly 46.1 µM), inactives show top-dose activity, positive = re-replication, actives largely listed as activators; 350,000 tested, 2.9% active; AID 624296, 2012; MCF 10A DNA re-replication, Hoechst nuclear intensity, 48 h; note: potency is the fitted concentration of half-maximal effect; % of control where 0% means no effect; nearly all actives have a fitted effect of over 50% in size
HepG2 tox: qHTS for Inhibitors of TGF-b: Cytotox Counterscreen; HepG2 CAGA-GFP viability, ATP luminescence, 18 h; Potency, µM (series often up to 46.1 µM), for inactives: at the highest dose activity change, negative = cytotoxicity, hits mostly cytotoxic; 410,000 tested, 0.76% active; AID 588856, 2011; note: potency is the fitted concentration of half-maximal effect; some results filed as inactive show a strong effect at the top dose
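HepG2 CAGA-GFP cells (1000/well, DMEM with 1% FBS) received compound, then TGF-beta at 500 pg/mL final, and were incubated 18 hours at 37 degrees C. Viability was read by CellTiter-Glo luminescence. Media-only wells were set as complete cell-killing and DMSO as no toxicity.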
SW480 rerep: A quantitative high throughput screen for small molecules that induce DNA re-replication in SW480 colon adenocarcinoma cells; SW480 DNA re-replication, Hoechst DNA content imaging, 48 h; Potency, µM (highest dose often 46.1 µM), for inactives: top-dose re-replication activation, hits mostly activators; 340,000 tested, 1.8% active; note: potency is the fitted concentration of half-maximal effect; % of control where 0% means no effect; nearly all actives have a fitted effect of over 55% in size
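Hoechst fluorescence of nuclei (405 nm excitation, 500-530 nm emission) measured by plate-scanning imager after 48 hr compound exposure at 37 C; re-replication scored as increased number of nuclei with elevated intensity.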
IL1B secr inh: qHTS for Inhibitors of Inflammasome Signaling: IL-1-beta AlphaLISA Primary Screen | THP-1 LPS/ATP IL-1B secretion, AlphaLISA, 16 h; active compounds read low | activity change, % at 57.5 µM | 360,000 tested, 4.7% active | AID 743279, 2014; in the data active = activity change below about -50%; inconclusive = mostly about -30% to -49%; note: % is set by controls: 0 for no effect and ±100 for the full control effect
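THP-1 cells pretreated 1 hr with compounds (up to 57.5 uM final), then stimulated with LPS (250 ng/mL final) plus ATP (1.25 mM final); secreted IL-1B measured by AlphaLISA after 16 hr, decreased signal indicating inhibition.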
HT1080NT lethal: qHTS for induction of synthetic lethality in tumor cells producing 2HG: qHTS for the HT-1080-NT fibrosarcoma cell line | Potency, µM (titrated, usually from 46.1 µM), for the others: at the highest dose activity, negative = less viability, actives largely listed as cytotoxic | HT-1080-NT fibrosarcoma viability, CellTiter-Glo ATP luminescence, 48 h | 360,000 tested, 1.6% active | AID 686970, 2013;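 note: NT is the 2HG producing partner of a matched IDH1 knockdown line; potency is the fitted concentration of half-maximal effect; 0% = DMSO-treated cells and -100% = media-only wells without cells; nearly all actives have a fitted effect of over 55% in size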
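Fibrosarcoma NT cells, 750 per well in 5% FBS RPMI, were exposed to compound for 48 hours. Viability: CellTiter-Glo luminescence.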
ATXN2 expr inh: Primary qHTS for Inhibitors of ATXN expression; HEK-293 ATXN2-luciferase reporter, luminescence, 24 h; AID 1745845, 2022; 360,000 tested, 0.72% active; Potency, µM (doses to about 57 µM), without a hit: at the highest dose activity change, negative = inhibition, hits mostly inhibitors; note: potency is the fitted concentration of half-maximal effect; % is set by controls: 0 for no effect and ±100 for the full control effect; nearly all actives have a fitted effect of over 55% in size
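ATXN2-luciferase reporter cells (luciferase flanked by upstream and downstream ATXN2 gene portions) were treated 24 h at 37 °C with compounds at up to 57 uM. SteadyGlo luminescence gave expression; GF-AFC fluorescence gave viability.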
* marks the source's active call; other numbers are inactive results; i = inactive; u = inconclusive; x = not tested or not shown; & = joins results of further samples; [ ] = another dose, or the depositor's remark. Unless noted, calls come from the whole dose curve; as a rule, active = well fitted curve in the direction sought with a large enough effect; inconclusive = small, poorly fitted or top-dose-only effect, or another doubt; inactive = no such curve, though single readings can be large; an effect the other way counts as inactive or inconclusive.

Start of the listing, in advance:
SMILES	ATXN viability	HT1080 IDH1KD tx	KB-3-1 tox	MCF10A rerep	HepG2 tox	SW480 rerep	IL1B secr inh	HT1080NT lethal	ATXN2 expr inh
CC(=O)Nc1cccc(C(=O)N2CCN(S(=O)(=O)c3ccc(C4CCCCC4)cc3)CC2)c1	i	-16%	-17%	15%	-17%	4%	11	-28%	x
COc1ccc(N2CCN(C(=O)c3cn(CC4CCCCC4)nn3)CC2)cc1	i	-13%	-17%	-20%	-16%	2%	-2	-12%	1%

Results, previewed entries included:
SMILES	ATXN viability	HT1080 IDH1KD tx	KB-3-1 tox	MCF10A rerep	HepG2 tox	SW480 rerep	IL1B secr inh	HT1080NT lethal	ATXN2 expr inh
CC(=O)Nc1cccc(C(=O)N2CCN(S(=O)(=O)c3ccc(C4CCCCC4)cc3)CC2)c1	i	-16%	-17%	15%	-17%	4%	11	-28%	x
COc1ccc(N2CCN(C(=O)c3cn(CC4CCCCC4)nn3)CC2)cc1	i	-13%	-17%	-20%	-16%	2%	-2	-12%	1%
CCOC(=O)C1CN(c2cc3c(cc2F)c(=O)c(C(=O)O)cn3CC)OC1C(=O)OCC (configuration not stated)	i	1%	15%	0%	8%	-3%	0	11%	-10%
Cc1noc(C)c1C(=O)NCC1COc2ccccc2O1 (configuration not stated)	i	5%	-1%	3%	-3%	11%	28	3%[9.24 µM]	0%
COc1ccc(/C(O)=C2/C(=O)C(=O)N(CCCN(C)C)C2c2ccc(Cl)cc2)cc1OC (configuration not stated)	u	1%	-3%	1%	1%	-70%[inhibitor]	12	6%	1%
O=C(c1cccc(C(F)(F)F)c1)C1CCCN(C(=O)/C=C/c2cnc[nH]2)C1 (configuration not stated)	i	-11%	-1%	-1%	-1%	0%	13	-3%	-4%
CCCNc1ncnc2onc(C)c12	u	-5%	1%&-18%	1%	-18%&6%	3%	11	-4%	-2%
CCOC(=O)c1ccc(NC(=O)COc2ccccc2OC)cc1	i	22%	12%	-3%	-3%	-1%	-27	13%	-1%
COC(=O)Cn1cnc2c(nnn2-c2ccc(OC)cc2)c1=O	i	-5%	-18%	u	-8%	-27%	0	-4%	-27%
CC1CCN(CCc2nc3cc(NC(=O)C(C)C)ccc3n2C)CC1	i	21%	16%	4%	3%	-7%	-14	21%	9%
COc1ccc(C(=O)Nc2nc(CC(=O)NCCc3ccccc3)cs2)cc1	i	0%	8%	18%	1%	1%	-52*	1%	22%
CCOc1ccc2nc(NC(=O)CSc3nc4c(c(=O)n(C)c(=O)n4C)n3CC)sc2c1	i	-1%	3%	5%	3%	-5%	8	-3%	25%
CCN1CCN(Cc2ccc(NC(=O)c3ccc(C)c(NC(=O)C4=NN(c5ccccc5)C(=O)C4)c3)cc2C(F)(F)F)CC1	i	0%&-2%	6%&-1%	4%	-16%&-58%	-4%	16&8	-8%&-1%	4%&4%
CC(C)(C)c1ccc(/C=N/Nc2nncn2N)cc1	i	u	-2%	12µM*	3.5µM*	26%	-23	-20%	-5%
CCn1c(COc2ccccc2)nnc1SCC(=O)Nc1ccc2c(c1)OCCO2	i	-4%	1%	-1%	0%	-18%	-4	-2%	2%
O=C(CSc1ncnc2c1oc1ccccc12)NC1CCCC1	i	-2%	-6%	1%	-7%	20%	0	19%	-1%
CC(C)c1ccc(-c2noc(SCC(=O)N(C)c3ccc(F)cc3)n2)cc1	i	x	12%	x	-45%	x	x	x	-24%
Cc1cccc(NC(=O)COC(=O)Cc2c[nH]c3ccccc23)c1C	i	-2%	7%	24%	-16%	-5%	23	-12%	-1%
Cc1ccc(-n2ncc3c2CC(C)(C)CC3NC(=O)CCc2ccc(=O)[nH]n2)cc1 (configuration not stated)	i	3%	3%	0%	-3%	-18%	-3	8%	2%
Cc1cccc(NC(=O)CSc2nc3c(oc4ccccc43)c(=O)n2-c2ccc(F)cc2)c1	u	x	6%	x	1%	x	x	x	-13%

Gathered by group: the entries above with a furan ring, fused or not (2)
SMILES	ATXN viability	HT1080 IDH1KD tx	KB-3-1 tox	MCF10A rerep	HepG2 tox	SW480 rerep	IL1B secr inh	HT1080NT lethal	ATXN2 expr inh
O=C(CSc1ncnc2c1oc1ccccc12)NC1CCCC1	i	-2%	-6%	1%	-7%	20%	0	19%	-1%
Cc1cccc(NC(=O)CSc2nc3c(oc4ccccc43)c(=O)n2-c2ccc(F)cc2)c1	u	x	6%	x	1%	x	x	x	-13%

Additional structures:
SMILES	ATXN viability	HT1080 IDH1KD tx	KB-3-1 tox	MCF10A rerep	HepG2 tox	SW480 rerep	IL1B secr inh	HT1080NT lethal	ATXN2 expr inh
O=c1c2ccc([N+](=O)[O-])cc2ncn1Cc1ccccc1C(F)(F)F	i	2%	6%	5%	-9%	-2%	11	-1%	-39%
Cc1cc2oc(C(=O)N(Cc3ccco3)Cc3ccccc3Cl)c(C)c2cc1C	i	x	-10%	x	-34%	x	x	x	-26%
Nc1c(C(=O)NCCN2CCOCC2)c2nc3ccccc3nc2n1-c1cccc(F)c1	x	-23%	u	18µM*	-32%	16µM*	-63*	-23%	-15%
Cc1ccn2cc(C(=O)N3CCN(c4cnn(-c5ccccc5)c(=O)c4Cl)CC3)nc2c1	i	-2%	-8%	-11%	-1%	-9%	-1	0%	x
O=C(CCSCc1cccc(F)c1)NCc1ccc(F)cc1	i	5%	0%	u	-14%	u	19	0%	x
CCOC(=O)c1ccccc1NC(=O)/C=C/C(=O)O	i	2%	7%	1%	-1%	-6%	u	0%	-5%
CC(C)=CCN1CCN(Cc2ccc(Oc3ncccn3)cc2)CC1CCO (configuration not stated)	u	-2%	-6%	7%	3%	-1%	3	7%	-12%
NC1=NC(=O)/C(=C/c2ccc(-c3ccc(S(N)(=O)=O)cc3)o2)S1	i	6%	8%	-11%	5%	-9%	23	17%	-8%
O=C(CN1CCOCC1)Nc1ncccn1	u	15%	21%	3%	0%	-5%	0	18%	-21%
O=C(Oc1ccc(-c2cnc3ccccc3n2)cc1)c1ccc(Br)o1	i	-25%	-3%	9%	-18%	-1%	74	-1%	8%
COc1cccc(N2CC(=O)N(NC(=O)c3sc4nc(C)cc(C)c4c3N)CC2=O)c1	i	4%	21%	8%	13%	-4%[9.22 µM]	-10	1%	-5%
CCN(C(=O)CSc1nnc(-c2ccco2)n1CC)c1c(N)n(Cc2ccccc2)c(=O)[nH]c1=O	i	-1%	27%	u	3%	-1%	-4	-7%	-7%
CCCCCNC(=O)C(c1ccc(C(F)(F)F)cc1)n1c(=O)c(-c2ccco2)nc2ccccc21 (configuration not stated)	x	-24%	-6%	x	x	x	59	u	x
Cc1cccc(CC(=O)N2CCN(C(=O)c3ccco3)CC2)c1	i	0%	-4%	3%	4%	19%	37	1%	3%
CCCn1c2ccc(F)cc2c2nnc(NN)nc21	i	-23%	4%	u	-28%	7%	7	-6%	u
O=C1NC(NS(=O)(=O)c2ccc(Cl)cc2)(C(F)(F)F)C(=O)N1CCc1ccccc1 (configuration not stated)	i	14%	4%	3%	-2%	-19%	32	-10%	1%
O=C(NC1CCCCCCC1)C1c2ccccc2C(=O)N1Cc1cccs1 (configuration not stated)	i	-9%	-26%	-2%	-17%	22%	-5	-4%	0%
Cc1ccccc1N1CCN(C2CCCN(C(=O)c3csc(C(C)C)n3)C2)CC1 (configuration not stated)	i	-14%	-6%	-1%	-24%	1%	-8	-9%	-8%
Cc1cc(NC(=O)CSc2nnc(NCc3ccco3)s2)no1	i	9%	-7%	17%	11%	-11%	3	-1%[9.24 µM]	3%
CN1C(=O)/C(=C\c2ccccc2F)Sc2ccc(C(=O)NC3CCN(Cc4ccccc4)CC3)cc21	i	16µM*	u	u	-98%	21µM*	-14	21µM*	u
Cc1ccc(CNC(=O)C2CCC(=O)N2Cc2ccc(C)cc2)cc1 (configuration not stated)	i	-2%	-12%	-10%	-3%	-1%	-13	-3%	-17%
COc1ccc(Br)cc1/C=C\C(=O)NCc1cccnc1	i	-15%	-9%	u	-170%	-121%[inhibitor]	-27	-7%	-4%
CN(C)/C=C1\C(=O)N(C)N=C1C(F)(F)F	i	2%	10%	-3%	-1%	-15%	32	11%	-6%
O=C(Nc1ccccc1Oc1cccnc1)C1CCCN(C/C=C/c2ccc(F)cc2)C1 (configuration not stated)	u	-23%	x	u	-2%	10%	-59*	-2%	-15%
CCN(CC)C(=O)C1CCCN(Cc2ccc(N(C)C)cc2)C1 (configuration not stated)	i	5%	15%	-1%	9%	-10%	0	u	0%
CSc1ccc(S(=O)(=O)NCC(=O)OCC(=O)NC2(C#N)CCCCC2)cc1[N+](=O)[O-]	i	2%	-5%	-9%	5%	-4%	6	6%	7%
Cc1nnc(SCc2nc3ccccc3nc2C)s1	i	-3%	-6%	-10%	-13%	-7%	3	1%	12%
Brc1ccc(-c2nc(-c3ccccc3)no2)o1	i	1%	u	u	-36%	-14%	3	0%	81%[activator]
CN1C(=O)/C(=C/c2cccc(Cl)c2)Sc2ccc(C(=O)NCc3cccnc3)cc21	i	u	0%	u	-49%	u	-20	-21%	x
O=C(CSc1n[nH]c(-c2cccs2)n1)N1CCOCC1	i	17%	-5%	-37%[inhibitor]	-25%	-7%	12	10%	4%
CC(NS(=O)(=O)c1ccc(Br)cc1)C(c1cccs1)N1CCOCC1 (configuration not stated)	i	12%	-9%	-3%	-1%	-16%	10	-8%	3%
CCCCC(CC)C(=O)Nc1ccc(S(=O)(=O)Nc2nccs2)cc1 (configuration not stated)	i	-5%	-17%	-3%	-80%	1%	0	0%	-4%
CCOC(=O)C1=NNC(=O)C1	u	18%	u	-2%	-2%	-10%	4	4%	4%
COCCN(C(=O)COC(=O)CSc1cc(C)ccc1C)c1c(N)n(Cc2ccccc2)c(=O)[nH]c1=O	i	4%	1%	x	5%	x	-11	5%	x
